# Source: PubChem BioAssay (several laboratories)
# KCNQ1 block: inhibitors of human KCNQ1 potassium channel; P51787; CHO-K1 KCNQ1, FluxOR thallium flux fluorescence; active compounds read high; B-score at 10 µM; hit rate 1.3% among 310,000; AID 2642;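 active means compounds whose thallium flux B-score, printed positive for inhibition, exceeds three library SD while starting fluorescence stays within three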;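 further: channel opened by potassium depolarization with thallium stimulus after 20 min compound exposure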
# Target sequence (P51787 whole entry, looked up): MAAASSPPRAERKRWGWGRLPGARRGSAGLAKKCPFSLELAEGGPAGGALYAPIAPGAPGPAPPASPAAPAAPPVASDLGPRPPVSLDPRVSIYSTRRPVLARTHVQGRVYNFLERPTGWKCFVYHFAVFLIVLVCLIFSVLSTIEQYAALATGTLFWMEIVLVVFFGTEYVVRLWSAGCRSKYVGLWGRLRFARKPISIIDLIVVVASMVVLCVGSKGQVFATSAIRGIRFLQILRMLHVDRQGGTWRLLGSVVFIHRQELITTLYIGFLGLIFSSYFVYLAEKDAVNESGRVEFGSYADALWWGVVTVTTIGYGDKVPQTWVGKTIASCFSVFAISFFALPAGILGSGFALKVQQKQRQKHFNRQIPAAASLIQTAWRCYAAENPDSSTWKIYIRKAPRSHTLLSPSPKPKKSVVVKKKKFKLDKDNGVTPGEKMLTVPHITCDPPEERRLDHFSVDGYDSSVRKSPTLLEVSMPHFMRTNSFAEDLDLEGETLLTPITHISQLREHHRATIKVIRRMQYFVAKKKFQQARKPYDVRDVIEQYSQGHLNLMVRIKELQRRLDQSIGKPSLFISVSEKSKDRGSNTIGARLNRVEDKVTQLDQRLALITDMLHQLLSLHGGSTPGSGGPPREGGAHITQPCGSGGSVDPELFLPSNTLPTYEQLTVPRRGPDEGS
# PolyA inhibitor: inhibitors of polyadenylation in S. cerevisiae. AID 1875. calls only at 12 µM. hit rate 0.02% among 300,000. S. cerevisiae SKY197-pL101 polyadenylation reporter, beta-gal luminescence; efflux-impaired pdr1/pdr3 knockout yeast; score 100 = 6 SD above DMSO;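 active means lowest replicate activity score at least 50, where 100 means six control SD above control mean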;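 further: yeast exposed to compound for 9 h at 30 °C; higher score means more reporter readthrough which indicates perturbed polyadenylation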
# TRPC4 PAM: allosterically enhances the mouse TRPC4 cation channel; Q9QUQ5; HEK293 TRPC4beta/mu-opioid, DAMGO EC20, Fluo-4 Ca2+ flux; active compounds read high; B-score at 10 µM; hit rate 0.42% among 310,000;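 active means B-score of calcium response area above 5 SD of library B-scores, with initial fluorescence ratio within 5 SD of library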;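 further: B-score of integrated fluorescence ratio over time as area under calcium response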
# Platelet DG rel: modulates dense granule release in human platelets; human platelet-rich plasma, SFLLRN dense granule ATP release, luminescence; inhibition, %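 (compounds screened at 7.5 µM in platelet-rich plasma)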; hit rate 0.22% among 300,000; AID 1663;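 active means mean replicate score, as percent of positive control, at or above 50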
# KCNQ1 act: potentiators or activators of human KCNQ1 potassium channel | P51787 | CHO-K1 KCNQ1, thallium flux FluxOR fluorescence; active compounds read high | B-score at 10 µM | hit rate 0.35% among 310,000;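 active means fluorescence ratio B-score, a plate-corrected score, at least three library SD, with initial intensity B-score within 5 SD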
#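 Test system: CHO-K1 cells stably expressing KCNQ1 / Medium: assay buffer / Also added: depolarizing K+/Tl+ stimulus, K2SO4 and Tl2SO4 each 12.5 mM in 5x stock / Incubation: 90 min dye loading and 20 min compound exposure, both at room temperature / Signal: thallium influx via FluxOR fluorescence, kinetic imaging / Evaluation: B score of baseline-normalized fluorescence ratio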
# TRPC4 agonist: activators of mouse TRPC4 channel | hit rate 0.49% among 310,000 | HEK293 TRPC4beta/mu-opioid, Fluo4 calcium fluorescence; active compounds read high | B-score at 10 µM | Q9QUQ5 | AID 2237;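 active means B-score above 5 SD of library B-scores, and initial fluorescence ratio not above library mean plus 5 SD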;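 further: positive B-score marks a calcium rise read as TRPC4 activation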
#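 Assay system – TRPC4beta and mu-opioid receptor HEK293 stable cells · Measured by – Fluo4 fluorescence, kinetic · Schedule – dye loading 45 min room temperature, 110 s kinetic read · Read-out – B-scored integrated calcium fluorescence ratio · Controls – buffer and maximal DAMGO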
# TRPC4 inh: blocks the mouse TRPC4 cation channel | Q9QUQ5 | HEK293 TRPC4beta/mu-opioid, DAMGO-evoked Fluo4 calcium flux; active compounds read low | B-score at 10 µM | hit rate 0.39% among 300,000;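 active means B-score over 3 SD under the library average, no early fluorescence shift, positive overall ratio signal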
#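 test system = HEK293 cells with stable TRPC4beta plus mu-opioid receptor expression | detection = Fluo4 Ca2+ flux fluorescence | read-out = integrated fluorescence ratio relative to baseline, converted to per-well B score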
# KCNK3 block: human KCNK3 channel inhibition, primary screen. hit rate 0.84% among 340,000. B-score at 10 µM. CHO-KCNK3 thallium flux, FluxOR fluorescence; active compounds read low. AID 602410;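 active means B-score under library mean minus 4 SD, starting fluorescence ratio at most library mean plus 5 SD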;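 further: more negative B-score means stronger inhibition of thallium flux through KCNK3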
# Target sequence (O14649 whole entry, looked up): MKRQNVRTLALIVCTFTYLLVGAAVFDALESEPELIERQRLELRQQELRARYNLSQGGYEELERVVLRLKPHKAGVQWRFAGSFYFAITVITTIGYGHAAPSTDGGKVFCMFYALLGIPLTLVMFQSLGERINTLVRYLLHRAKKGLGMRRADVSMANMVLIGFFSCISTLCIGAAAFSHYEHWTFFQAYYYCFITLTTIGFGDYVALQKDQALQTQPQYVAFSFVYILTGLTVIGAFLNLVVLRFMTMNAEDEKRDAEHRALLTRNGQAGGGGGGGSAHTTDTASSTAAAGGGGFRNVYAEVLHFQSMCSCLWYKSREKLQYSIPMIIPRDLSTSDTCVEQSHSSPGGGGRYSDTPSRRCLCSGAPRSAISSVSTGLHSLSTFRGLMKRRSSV
# hERG rescue: compounds protecting human hERG from proarrhythmic drug block. hit rate 0.51% among 310,000. CHO-hERG, FluxOR thallium flux, dofetilide IC70 present. AID 1511. activation (rescue from dofetilide block), less the hit threshold, % at 10 µM;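 active means activation above the mean of controls blocked by dofetilide plus 5 SD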;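 further: thallium influx through hERG after potassium depolarization seen as dye fluorescence rise; in these data hits start at about 4.7%; inactives centre near -7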
# DYRK1A inh: Dyrk1A (rat) kinase inhibition. Q63470. ADP-Glo luminescence, NFATc1 peptide. inhibition, % at 12.5 µM. hit rate 0.43% among 310,000. AID 504441; in the data active means inhibition above about 50%;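 further: plate controls were vehicle with enzyme for no effect and no enzyme for full effect; many of its hits are not listed in these tables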
# KCNK9 block: blocks the human KCNK9 two-pore domain potassium channel; Q9NPC2; HEK293 KCNK9, FluxOR thallium flux fluorescence; active compounds read low; B-score at 10 µM; hit rate 1.2% among 310,000; AID 488922;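 active means ratio B-score over 3 SD below the library mean, with starting fluorescence within 5 SD of its mean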;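 further: negative B-score means less thallium flux so channel inhibition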
# Active calls of the source: *; i = inactive; . = not tested or not shown. Only part of the results is shown; count on the stated rates, not on these rows.
SMILES,KCNQ1 block,PolyA inhibitor,TRPC4 PAM,Platelet DG rel,KCNQ1 act,TRPC4 agonist,TRPC4 inh,KCNK3 block,hERG rescue,DYRK1A inh,KCNK9 block
CC#CCN(Cc1ccco1)C(=O)c1ccc(OC2CCN(Cc3ccccn3)CC2)cc1,i,i,i,-9.0,i,i,i,i,-6.3,-6.3,i
CCc1c(C)nc2ncnn2c1N1CCCC(C(=O)NCc2cccs2)C1 (stereo unspecified),i,i,i,4.4,i,i,i,i,-3.7,8.1,i
CC(C)Oc1ccc(/C(O)=C2/C(=O)C(=O)N(CCN3CCOCC3)C2c2ccccc2)cc1 (stereo unspecified),i,i,i,-12.1,i,i,i,i,-4.7,3.0,i
COC(=O)C1=C(C)NC(=O)NC1c1ccsc1 (stereo unspecified),i,i,i,0.2,i,i,i,i,-6.1,-2.5,i
CCn1nc(NC(=O)c2cccnc2)c2cc3cccc(C)c3nc21,i,i,i,-7.8,i,i,i,i,-8.1,14.7,i
Cc1ccc(C(=O)Cn2c(C(=O)/C=C/c3ccccc3)nc3ccccc32)cc1,i,i,i,17.5,i,i,i,i,-8.3,-0.9,i
CC(C)CC(=O)Nc1nnc(-c2ccco2)s1,i,i,i,5.2,i,i,i,i,-2.1,2.9,i
NC(=O)CC(NC(=O)Cc1ccc(Br)cc1)c1ccc(NCC2CC2)c([N+](=O)[O-])c1 (stereo unspecified),i,i,i,3.1,i,i,i,i,0.1,5.6,i
COc1ccc(NC(=O)c2[nH]c(C)c(C(C)=O)c2C)cc1Cl,i,i,i,1.1,i,i,i,i,-2.1,-7.8,i
COCCN(CC(=O)NCc1ccccc1)C(=O)CCC(=O)Nc1ccccn1,i,i,i,.,i,i,i,i,-3.9,-3.3,i
COc1cccc(C(=O)NC2CC3CCCC(C2)N3Cc2ccc(C)cc2)c1 (stereo unspecified),i,i,i,7.6,i,i,i,i,-8.4,3.3,i
Cc1cccc(N(C(=O)c2csnn2)C(C(=O)NC2CCCC2)c2ccncc2)c1 (stereo unspecified),i,i,i,-9.0,i,i,i,i,-5.0,-5.6,i
Cc1cc(O)c(S(=O)(=O)c2ccccc2)c(C)c1NS(=O)(=O)c1ccccc1,i,i,i,-5.9,i,i,i,i,-7.0,-2.4,i
O=[N+]([O-])C(=C1Nc2ccccc2N1)C(Cl)=C(Cl)Cl,i,i,i,7.9,i,i,i,i,-5.1,-3.7,i
O=C(O)[C@]1(S(=O)(=O)c2ccccc2)C[C@@H]2ON=C(c3cccc(Br)c3)[C@@H]2C1,i,i,i,-1.2,i,i,i,i,-1.1,7.2,i
COc1ccc(NC(=S)N2CCc3ccccc32)cc1OC,i,i,i,10.6,i,i,i,i,-13.1,-3.9,i
COc1cccc(CC2(CO)CCCN(Cc3cc4ccccc4[nH]3)C2)c1 (stereo unspecified),i,i,i,-2.4,i,i,i,i,-13.1,4.8,i
O=C(OCC#CCSc1nc2ccccc2s1)c1ccco1,i,i,i,3.9,i,i,i,i,-12.1,-13.7,i
CC(=O)Nc1ccc(NC(=O)C(C)OC(=O)CCCOc2ccc(Cl)cc2C)cc1 (stereo unspecified),i,i,i,5.6,i,i,i,i,-9.8,-6.0,i
CN(C)C1(CNC(=O)C2CCC(=O)N(Cc3ccc(Cl)cc3)C2)CCCCC1 (stereo unspecified),i,i,i,-9.0,i,i,i,i,-7.9,2.5,i

# Some of these compounds in order of the DYRK1A inh value, ascending.
mol	DYRK1A inh
CC(=O)Nc1ccc(NC(=O)C(C)OC(=O)CCCOc2ccc(Cl)cc2C)cc1 (stereo unspecified)	-6.0
O=[N+]([O-])C(=C1Nc2ccccc2N1)C(Cl)=C(Cl)Cl	-3.7
CC(C)CC(=O)Nc1nnc(-c2ccco2)s1	2.9

# Continuation.
SMILES,KCNQ1 block,PolyA inhibitor,TRPC4 PAM,Platelet DG rel,KCNQ1 act,TRPC4 agonist,TRPC4 inh,KCNK3 block,hERG rescue,DYRK1A inh,KCNK9 block
Cc1ccccc1NCC(=O)N/N=C/C(Br)=C/c1ccccc1,i,i,i,-3.2,i,i,i,i,1.4,-4.9,i
Cn1c(=O)c2c(nc(NCc3ccccc3)n2CC(=O)NCc2ccccc2)n(C)c1=O,i,i,i,11.2,i,i,i,i,-6.1,0.8,i
CCCSCCCNC(=O)c1ccc(NC(=O)C2=CSCCO2)cc1,i,i,i,8.7,i,i,i,i,-7.7,3.8,i
COc1cc(C2NC(=O)NC(C)=C2C(C)=O)cc(OC)c1OC (stereo unspecified),i,i,i,-3.3,i,i,i,i,-9.4,.,i
Cc1cc(OC(C)C(=O)Nc2cccnc2)ccc1Cl (stereo unspecified),i,i,i,-3.5,i,i,i,i,-1.1,-0.3,i
O=C(Nc1cc(Cl)ccc1-n1cncn1)c1cn2ccccc2n1,i,i,i,-3.0,i,i,i,i,-8.5,1.9,i
COc1ccc(C2CC(=O)C=C(O)C2)cc1 (stereo unspecified),i,i,i,2.4,i,i,i,i,-7.4,-0.4,i
Cc1nc2ccccc2c(=O)n1Nc1cccc(Cl)c1,i,i,i,21.8,i,i,i,i,-9.8,-1.9,i
CCOC(=O)C1CCCN(C(=O)c2cccc(S(=O)(=O)N3CCOCC3)c2)C1 (stereo unspecified),i,i,i,6.2,i,i,i,i,-10.2,-4.4,i
CC12CN3CCN(CC(C3)/C1=N/NC(=O)Nc1ccccc1)C2,i,i,i,10.2,i,i,i,i,-5.5,-0.6,i
COc1ccc(C(=O)Cn2c(NCCO)nc3ccccc32)cc1,i,i,i,3.0,i,i,i,i,-5.3,4.7,i
C/C(COc1ccccc1)=N\NC(=O)c1nnn(-c2nonc2N)c1CSc1ccccc1,i,i,i,-8.1,i,i,i,i,-3.2,-2.9,i
COC(=O)c1ccc(Oc2nc(N3CCCCC3)nc(N3CCOCC3)n2)cc1,i,i,i,2.9,i,i,i,i,-2.0,.,i
CC(=O)c1cccc(NC(=O)CSc2nnc(-c3cccnc3)o2)c1,i,i,i,0.4,i,i,i,i,-3.2,-2.8,i
O=C(CCN1C(=O)c2ccccc2C1=O)N1CCN(C(=O)c2ccccc2)CC1,i,i,i,.,i,i,i,i,-7.5,-2.2,i
COc1ccccc1NC(=O)CCS(=O)(=O)c1ccccc1,i,i,i,-2.9,i,i,i,i,-9.8,-1.6,i
COCCNC(=S)Nc1cc(OC)c(OC)cc1C#N,i,i,i,0.2,i,i,i,i,-13.7,8.9,i
Cc1c(CCOC(=O)c2cc([N+](=O)[O-])cc([N+](=O)[O-])c2)sc[n+]1CC(=O)c1ccc(Br)cc1,i,i,i,3.0,i,i,i,i,-11.1,2.6,i
Cn1cc(C(c2ccccc2OCC(=O)O)c2cn(C)c3ccccc23)c2ccccc21,i,i,i,6.5,i,i,i,i,-9.0,-8.3,i
O=C(CCc1nnc(-c2ccc3c(c2)OCO3)o1)NCCc1ccccc1F,i,i,i,8.5,i,i,i,i,-6.5,.,i
O=C(Nc1nccs1)C(Br)C(Br)c1ccccc1 (stereo unspecified),i,i,i,-7.1,i,i,i,i,-8.1,5.4,i
CC(Cc1ccccc1)C(=O)Nc1ccccc1 (stereo unspecified),i,i,i,-1.8,i,i,i,i,-10.9,5.4,i
O=C1C2CCCN2C(c2ccccc2F)N1c1ccc(F)cc1 (stereo unspecified),i,.,i,13.7,i,i,i,i,0.5,-3.6,i
O=C(c1cccc2ccccc12)C1CCCN(C(=O)CCc2cnccn2)C1 (stereo unspecified),i,i,i,3.0,i,i,i,i,-5.6,-3.0,i
O=C(O)CSc1nnc(-c2ccc(Cl)cc2Cl)n1Cc1ccccc1,i,i,i,-1.7,i,i,i,i,-6.8,-2.6,i
Cc1cccc(C(=O)NC2CCN(C(=O)N3CCOCC3)CC2)c1,i,i,i,-1.7,i,i,i,i,-9.9,-7.7,i
CCN(CC)c1ccc(CN2CCC(C(=O)NCc3ccc(C)cc3)CC2)cc1,i,i,i,2.6,i,i,i,i,-7.8,-2.4,i
CC(C)CC1C(C#N)=C(N)Oc2n[nH]c(-c3ccccc3)c21 (stereo unspecified),i,i,i,1.1,i,i,i,i,-3.6,7.1,i
Cc1ccc(-c2nn(-c3cccc(F)c3)cc2CNCc2cccnc2)o1,i,i,i,2.6,i,121*,i,i,-15.3,5.5,i
CCOC(=O)c1ccccc1NC(=O)c1cc2sccc2n1C,i,i,i,-4.2,i,i,i,i,-11.9,3.8,i
O=C(O)CN1CCNCC1,i,i,i,-7.1,i,i,i,.,-7.0,.,i
Cc1cc(Cl)ccc1N(CC(=O)NCCSCc1ccco1)S(C)(=O)=O,i,i,i,3.4,i,i,i,i,-11.5,1.8,i
CCc1ccn2cc(-c3cc(-c4ccccc4)no3)nc2c1,i,i,i,29.0,i,i,i,i,-5.9,2.3,i
C=CCN1C(=O)N(CC=C)c2cccc3cccc1c23,i,i,i,2.3,i,i,i,i,-8.4,4.2,i
CCNc1nc(NCC)nc(SCCOC(=O)Nc2ccccc2)n1,i,.,i,0.8,i,i,i,i,-6.8,-0.9,i
Cc1cnc(C(=O)OCC(=O)N(C(C)C)C(C)C)cn1,i,i,i,-1.5,i,i,i,i,-10.2,-0.4,i
Cc1ccc(NC(=O)C2CCCN2S(=O)(=O)c2ccc3c(c2)n(C)c(=O)c(=O)n3C)cc1C (stereo unspecified),i,i,i,-15.9,i,i,i,i,-11.1,1.2,i
COc1cccc(OCc2nc3ncc(Br)cc3[nH]2)c1,i,i,i,1.5,i,i,i,i,0.6,-4.5,i
Cn1c(SCC(=O)c2cc3ccccc3o2)nnc1-c1ccccc1,i,i,i,10.4,i,i,i,i,-11.1,1.4,i
Cc1ccc(N2CC(C(=O)Nc3ccccc3N3CCCC3)CC2=O)cc1 (stereo unspecified),i,i,i,-6.1,i,i,i,i,-13.4,-5.8,i
COc1ccc(CC(=O)NCC(=O)N/N=C(/C)c2ccco2)cc1,i,i,i,-6.2,i,i,i,i,-2.0,-4.5,i
CCCCCCCn1c(NC(=O)CC)nc2ccccc21,i,i,i,12.5,i,i,i,i,0.2,5.4,i
